# ATXN2 expr inh: reduces ATXN2 reporter expression in HEK-293 cells | Potency, µM (highest dose often 57 µM), inactives show top-dose activity change, negative = inhibition, hits mostly inhibitors | AID 1745845 | HEK-293 ATXN2-luciferase reporter, luminescence, 24 h | 360,000 tested, 0.72% active; also: potency is read from the fitted curve at half-maximal effect; % is scaled to controls: 0 for no effect and ±100 for the full control effect; nearly all actives have a fitted effect of over 55% in size
#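 ATXN2-luciferase reporter cells (luciferase flanked by upstream and downstream ATXN2 gene portions) were treated 24 h at 37 °C with compounds at up to 57 uM. SteadyGlo luminescence gave expression; GF-AFC fluorescence gave viability.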
# Nrf2 ARE act: Nrf2 pathway activation | AREc32 ARE-luciferase reporter (MCF7-derived line), luminescence, 24 h | Potency, µM (top dose mostly 46.1 µM), for the others: top-dose activation, hits mostly activators | 410,000 tested, 0.31% active; also: potency is read from the fitted curve at half-maximal effect; % of control where 0% means no effect; nearly all actives have a fitted effect of over 65% in size
#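 Each well held 1000 AREc32 cells, which were incubated with compound for 24 hr at 37 deg C after overnight attachment, and ARE reporter activity was quantified by firefly luciferase luminescence.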
# Nrf2 inh: Nrf2 pathway inhibition; 360,000 tested, 2.1% active; A549 ARE-Fluc reporter, luciferase luminescence, 18-24 h; Potency, µM (series often up to 46 µM), inactives show top-dose activity change, negative = inhibition, actives largely listed as inhibitors; AID 504444; also: potency is read from the fitted curve at half-maximal effect; % is scaled to controls: 0 for no effect and ±100 for the full control effect; nearly all actives have a fitted effect of over 60% in size
#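 Reporter: ARE-Fluc in A549. Exposure: 18-24 h, 37 °C, 5% CO2, 5% FBS OPTI-MEM. Readouts: fluorescent cytotoxicity (CellTiter-Fluor), then luminescent Nrf2 signal after BugLite.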
# MCF10A rerep: induces DNA re-replication in MCF 10a normal breast cells; MCF 10A DNA re-replication, Hoechst nuclear intensity, 48 h; AID 624296; 350,000 tested, 2.9% active; Potency, µM (series often up to 46.1 µM), without a hit: at the highest dose activity, positive = re-replication, usual class: activators; also: potency is read from the fitted curve at half-maximal effect; % of control where 0% means no effect; nearly all actives have a fitted effect of over 50% in size
# IL-1B inflam inh: blocks inflammasome-driven IL-1 beta release; THP-1 LPS/ATP IL-1B secretion, AlphaLISA, 16 h; hits give low values; activity change, % at 57.5 µM; 360,000 tested, 4.7% active; AID 743279; in the data active = activity change below about -50%; inconclusive = mostly about -30% to -49%; also: % is scaled to controls: 0 for no effect and ±100 for the full control effect
#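 THP-1 cells pretreated 1 hr with compounds (up to 57.5 uM final), then stimulated with LPS (250 ng/mL final) plus ATP (1.25 mM final); secreted IL-1B measured by AlphaLISA after 16 hr, decreased signal indicating inhibition.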
# S2 tox: cell viability loss in ATXN counter-screen | AID 651635 | 400,000 tested, 0.49% active | Potency, µM (highest dose often 56.7 µM), hits mostly cytotoxic | S2 cells (HEK-293 line with an ATXN2-luciferase reporter) viability, CellTiter-Fluor protease fluorescence, 24 h; also: potency is read from the fitted curve at half-maximal effect; nearly all actives have a fitted effect of over 40% in size
# TGFb inhibitor: inhibitors of TGF-b signaling; HepG2 CAGA-GFP TGF-b/SMAD3 reporter, GFP fluorescence, 18 h; TGF-beta stimulated, 500 pg/mL final; Potency, µM (titrated, usually from 46.1 µM), inactives show at the top dose activity, negative = inhibition, hits mostly inhibitors; 410,000 tested, 1.2% active; AID 588855; also: potency is read from the fitted curve at half-maximal effect; % is scaled to controls: 0 for no effect and ±100 for the full control effect; nearly all actives have a fitted effect of over 65% in size
#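 HEPG2 CAGA-GFP cells (1000/well, DMEM with 1% FBS) were pre-incubated 2 h at 37 degrees C, given compound by pin tool, then stimulated with TGF-beta at 500 pg/mL final for 18 h before per-cell GFP fluorescence imaging.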
# HepG2 viability: HepG2 cytotoxicity, counter-screen for TGF-b inhibitors; HepG2 CAGA-GFP viability, ATP luminescence, 18 h; 410,000 tested, 0.76% active; Potency, µM (highest dose often 46.1 µM), inactives show at the highest dose activity change, negative = cytotoxicity, actives largely listed as cytotoxic; also: potency is read from the fitted curve at half-maximal effect; some results filed as inactive show a strong effect at the top dose
#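 CellTiter-Glo luminescence gave cytotoxicity after 18 hours at 37 degrees C. The cells were HepG2 CAGA-GFP in 1% FBS DMEM, stimulated with 500 pg/mL TGF-beta after compound addition. %Activity was normalised to no-cell wells (complete cell-killing) and DMSO (no toxicity), and curves were fitted and classified.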
# A549 viability: kills or reduces viability of A549 cells in Nrf2 counter-screen; Potency, µM (doses to about 46 µM), for inactives: top-dose activity change, negative = cytotoxicity, most hits filed as inhibitors; 390,000 tested, 0.16% active; A549 ARE-Fluc cells, CellTiter-Fluor viability, 18-24 h; AID 504648; also: potency is read from the fitted curve at half-maximal effect; % is scaled to controls: 0 for no effect and ±100 for the full control effect
#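 Cytotoxicity counterscreen: CellTiter-Fluor fluorescence was measured in A549 ARE_Fluc cells after 18-24 h of compound exposure in a concentration series. The subsequent BugLite luminescent read reports ARE-luciferase activity.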
# Starred values were filed as active, the others as inactive; i = inactive; ? = inconclusive; . = not tested or not shown; [ ] = another dose, or the depositor's remark. Unless noted, calls follow the shape of the dose curve; as a rule, active = well fitted curve in the direction sought with a large enough effect; inconclusive = small, poorly fitted or top-dose-only effect, or another doubt; inactive = no such curve, though single readings can be large; an effect the other way counts as inactive or inconclusive.
SMILES,ATXN2 expr inh,Nrf2 ARE act,Nrf2 inh,MCF10A rerep,IL-1B inflam inh,S2 tox,TGFb inhibitor,HepG2 viability,A549 viability
Cc1ccc(S(=O)(=O)N2CCN(C(=O)N3CCOCC3)C2C)cc1 (stereo unspecified),4%,0.1%,-13%,1%,19,i,-1%,-13%,-10%
CCCCN(CC)C(=O)c1ccc(Cl)cc1,-5%,-0.7%,-3%,-1%,-3,i,13%,-6%,1%
Cc1csc(=O)n1CCC(=O)NCc1ccc(F)cc1,0%,-1.1%,11%,-4%,17,i,6%,5%,1%
CCC(=O)N1CCc2cc(S(=O)(=O)NC(C(=O)N3CCN(c4ccc(F)cc4)CC3)C(C)C)ccc21 (stereo unspecified),-17%,-0.2%,4%,-5%,5,?,-9%,-1%,1%
COn1c(SCc2ccc(Cl)cc2)nc2ccccc2c1=O,-16%,4.2%,?,15%,7,i,-17%,-18%,-6%
O=C(Nc1nc(-c2cccnc2)cs1)c1ccc([N+](=O)[O-])cc1,3%,5.7%,-5%,?,0,i,-23%,-17%,-9%
c1cnn(-c2cncc(-n3cccn3)n2)c1,31%,4.1%,2%,-3%,-16,i,10%,-7%,-3%
CC1CN(Cc2nnc(-c3ccccc3)o2)CC(C)O1 (stereo unspecified),9%,0.3%,19%,5%,33,i,2%,-3%,2%
C[C@@H]1CCCCO[C@H](CN(C)Cc2ccc(C(F)(F)F)cc2)[C@@H](C)CN([C@H](C)CO)C(=O)c2cc(NS(=O)(=O)c3cn(C)cn3)ccc2O1,10%,-0.3%,.,.,-2,?,7%,4%,.
CC(C)(C)NCCCCOc1ccc(F)cc1,-17%,-0.3%,1%,0%,10,i,16%,12%,-8%
CN1CCN(CC(O)COCCOc2ccc(Br)cc2)CC1 (stereo unspecified),-13%,0.1%,-7%,?,16,i,-3%,-8%,10%
COCCn1c(N)c(C#N)c2nc3ccccc3nc21,-24%,0.2%,-20%,?,0,.,?,7%,?
COc1ccc(OC)c(NC(=O)Cn2cc(C#N)c3ccccc32)c1,-14%,-0.4%,-2%,25%,34,i,-1%,-3%,-2%
Cc1noc(C)c1S(=O)(=O)Nc1ccc(C(=O)NC2CCCCC2C)cc1 (stereo unspecified),1%,-0.8%,-3%,23%,1,i,4%,-23%,-6%
Cc1cc(C)n(/N=C/c2c[nH]c3ccccc23)c(=O)c1,2%,3.3%,-4%,16%,24,i,-24%,-9%,1%
CCOC(=O)C1CCCN(C(=O)c2cccc(S(=O)(=O)N3CC(C)OC(C)C3)c2)C1 (stereo unspecified),-28%,-0.8%,2%,3%,0,i,-11%,-15%,3%
NC(=NCc1ccc2c(c1)OCO2)NC(=O)c1ccccc1,-26%,2.4%,-3%,-15%,2,?,-25%,-19%,-3%
COc1cc(C2C(C(C)=O)=C(O)C(=O)N2CCc2c[nH]c3ccccc23)ccc1O (stereo unspecified),-12%,-0.2%,-7%,10%,41,i,1%,7%,3%
CCCS(=O)(=O)N1CCCC(C(=O)NCc2ccc(C)cc2)C1 (stereo unspecified),5%,-0.4%,-3%,-6%,16,i,-20%,1%,-3%
Cn1c(=O)[nH]c(=O)c2c1nc(Br)n2C/C=N/NC(=O)c1ccccc1,2%,?,9%,-23%,.,i,1%,3%,3%

# An excerpt from above, showing only IL-1B inflam inh and TGFb inhibitor:
mol	IL-1B inflam inh	TGFb inhibitor
CCCS(=O)(=O)N1CCCC(C(=O)NCc2ccc(C)cc2)C1 (stereo unspecified)	16	-20%
CCC(=O)N1CCc2cc(S(=O)(=O)NC(C(=O)N3CCN(c4ccc(F)cc4)CC3)C(C)C)ccc21 (stereo unspecified)	5	-9%
COn1c(SCc2ccc(Cl)cc2)nc2ccccc2c1=O	7	-17%

# (further entries)
SMILES,ATXN2 expr inh,Nrf2 ARE act,Nrf2 inh,MCF10A rerep,IL-1B inflam inh,S2 tox,TGFb inhibitor,HepG2 viability,A549 viability
COc1cccc(NC(=O)CSc2nnnn2C(C)C)c1,12%,2.3%,?,4%[9.22 µM],3,i,0%,-6%,0%
COc1ccc(NC(=O)C2CCN(S(=O)(=O)c3ccc(N4CCCC4=O)cc3)CC2)cc1OC,1%,-0.1%,?,-2%,13,i,-1%,2%,1%
COc1ccccc1C1C2C(=O)N(c3ccccc3)C(=O)C2ON1c1ccccc1 (stereo unspecified),-8%,0.4%,-3%,-1%,-6,i,-3%,-25%,-6%
Cc1nc(-c2ccc(Cl)cc2)sc1C1(C)CC(c2ccc([N+](=O)[O-])cc2)=NO1 (stereo unspecified),16%,2.7%,13%,-61%[inhibitor],-16,i,-3%,-3%,-2%
O=C(Nc1ccnc(-c2cccnc2)n1)c1ccc(Cl)cc1,-6%,0.5%,14%,2%,18,?,-4%,-13%,0%
COC(=O)c1ccc(Cn2c(SCC(=O)Nc3ccc(F)cc3)nc3ccccc32)cc1,3%,-0.3%,.,.,.,i,2%,-24%,1%
CSc1ccccc1NC(=O)c1ccccc1,.,3.6%,6%,-6%,-11,i,9%,3%,2%
COc1ccc(-c2nnn(CC(=O)N(CCN3CCOCC3)C(C(=O)NC3CCCC3)c3ccco3)n2)cc1 (stereo unspecified),.,-0.7%,-23%,10%,-9,i,?,-10%,1%
CC1(C)Cc2c(c(N3CCOCC3)nc3sc4c(NCc5ccco5)nnnc4c23)CS1,-16%,4.6%,?,-25%,-60*,i,0%,14%,-11%
Cc1cccc(-n2c(SCC(=O)Nc3ccc(C)c(C)c3)nc3n[nH]c(C)c3c2=N)c1,.,11%,.,.,.,.,?,-26%,2%
Cc1c(Cl)c([N+](=O)[O-])nn1CC(=O)N1CCCC1,11%,-0.6%,15%,0%,10,i,8%,-3%,-1%
COC(=O)c1ccsc1NC(=O)CCc1ccccc1,.,?,?,-7%,-2,i,9%,-15%,5%
CCCCn1c(N)c(N(C)C(=O)c2cc3c(F)cccc3s2)c(=O)[nH]c1=O,1%,-0.9%,4%,-1%,18,i,-28%,3%,2%
Cc1cccc(N2CCN(c3ccc(C(=O)O)cc3NC(=O)c3ccccc3F)CC2C)c1 (stereo unspecified),1%,1.0%,?,.,.,i,?,-11%,-4%
COc1ccc(OCC(=O)Nc2ccc(S(=O)(=O)Nc3cc(C)on3)cc2)cc1,10%,-0.1%,8%,-5%,8,i,4%,4%,0%
CC1C(=O)N(Cc2cn(Cc3ccco3)nn2)CCS(=O)(=O)N1Cc1ccc(-c2ccc(F)cc2)cc1 (stereo unspecified),-16%,3.5%,.,.,5,i,-1%,-18%,.
CNc1nc(NCC2CCCCC2)c2sccc2n1,?,0.5%,.,.,-21,.,?,-6%,.
CCC1SC2=NC(C)=C(C(=O)OC)C(c3ccc(C)cc3)N2C1=O (stereo unspecified),-4%,-0.1%,5%,-2%,-6,i,2%,0%,0%
COc1cccc(C(=O)Nc2c3c(nn2-c2ccc(Cl)cc2)CS(=O)(=O)C3)c1,-6%,-0.9%,.,.,.,i,16%,-11%,-1%
CCOc1cc2[nH]c(=O)n(Cc3ccc(C(=O)N4CCN(c5ccccc5)CC4)cc3)c(=O)c2cc1OCC,4%,-0.8%,.,.,.,i,-24%,-8%,11%
O=C(COC(=O)/C=C/c1ccccc1)Nc1cccc(Oc2ccccc2)c1,4%,-0.9%,28%,-6%,-5,?,-2%,2%,-1%
CCCN(C(=O)c1cc2c(s1)-c1ccccc1OC2)c1ccc(C(C)C)cc1,12%,0.2%,11%,.,.,i,4%,-9%,4%
Cc1cc(C)nc(NC(=O)c2ccc(Cl)cc2)n1,2%,-0.6%,6%,-3%,-13,i,3%,9%,-2%
O=C(NC(=S)Nc1ccc(S(=O)(=O)Nc2nccs2)cc1)c1ccc(F)c(F)c1,-5%,4.5%,-3%,0%,18,i,-7%,-19%,-6%
COc1ccccc1CNC(=O)C(C)n1nc(C)c2c(C)n(-c3ccccc3)nc2c1=O (stereo unspecified),-6%,-0.5%,-15%,11%,0,i,-1%,-14%,-1%
Cc1ccc(NC(=O)CN(C)C(=O)CSc2nc3ccccc3c(=O)n2CCO)cc1,-4%,-0.3%,?,17%,-1,i,4%,0%,-3%
CNC(=O)c1c(NC(=O)c2ccc(S(=O)(=O)N3CCCC(C)C3)cc2)sc2c1CCC2 (stereo unspecified),-1%,-0.7%,.,.,.,.,31%[activator],-4%,5%
CC(C)Cn1c(N)c(C(=O)COC(=O)c2cc(S(=O)(=O)N3CCOCC3)ccc2Br)c(=O)n(C)c1=O,?,4.0%,-15%,?,?,?,?,-25%,0%
O=C(NCc1ccco1)c1cnc2n(c1=O)CCS2,2%,5.0%,.,0%,6,i,24%,-7%,2%
N#Cc1c(NC(=O)CCn2cnc3ccccc3c2=O)oc(-c2ccccc2)c1-c1ccccc1,-17%,2.3%,.,13%,-8,i,-23%,4%,-5%
O=C(c1ccccc1[N+](=O)[O-])N1CCCN(C(=O)c2ccccc2[N+](=O)[O-])CC1,-14%,0.0%,0%,-24%,-10,i,4%,13%,2%
O=C(O)c1ccc(-n2nnnc2SCc2ccccc2Br)cc1,.,-0.4%,?,7%,30,i,0%,-17%,-3%

# Reformatted as tab-separated lines: entries from further up
SMILES	ATXN2 expr inh	Nrf2 ARE act	Nrf2 inh	MCF10A rerep	IL-1B inflam inh	S2 tox	TGFb inhibitor	HepG2 viability	A549 viability
N#Cc1c(NC(=O)CCn2cnc3ccccc3c2=O)oc(-c2ccccc2)c1-c1ccccc1	-17%	2.3%	.	13%	-8	i	-23%	4%	-5%
Cc1cc(C)nc(NC(=O)c2ccc(Cl)cc2)n1	2%	-0.6%	6%	-3%	-13	i	3%	9%	-2%
O=C(COC(=O)/C=C/c1ccccc1)Nc1cccc(Oc2ccccc2)c1	4%	-0.9%	28%	-6%	-5	?	-2%	2%	-1%

# Screening data as filed in PubChem BioAssay.
